Screening data: PubChem BioAssay, Broad Institute
T cruzi growth: inhibitors of T. cruzi proliferation; T. cruzi beta-gal in NIH3T3, GalScreen luminescence, 90 h; actives 5.9% (n = 77,000); inhibition, % at 8.34 µM;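 active means mean inhibition above about 93%, with at least 55% of replicates each passing it, limit read from the data, passing the limit was not always enough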
KDM4C inh: inhibitors of human demethylase GASC-1 KDM4C | Q9H3R0 | GST-KDM4C 2-372, H3K9me3 peptide, LANCE TR-FRET | inhibition, % at 12.5 µM | actives 0.15% (n = 96,000) | AID 720574;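 active means mean replicate inhibition above about 25%, with at least 55% of replicates also reaching it, limit read from the data, passing the limit was not always enough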
Target sequence (Q9H3R0 2-372 limits assumed): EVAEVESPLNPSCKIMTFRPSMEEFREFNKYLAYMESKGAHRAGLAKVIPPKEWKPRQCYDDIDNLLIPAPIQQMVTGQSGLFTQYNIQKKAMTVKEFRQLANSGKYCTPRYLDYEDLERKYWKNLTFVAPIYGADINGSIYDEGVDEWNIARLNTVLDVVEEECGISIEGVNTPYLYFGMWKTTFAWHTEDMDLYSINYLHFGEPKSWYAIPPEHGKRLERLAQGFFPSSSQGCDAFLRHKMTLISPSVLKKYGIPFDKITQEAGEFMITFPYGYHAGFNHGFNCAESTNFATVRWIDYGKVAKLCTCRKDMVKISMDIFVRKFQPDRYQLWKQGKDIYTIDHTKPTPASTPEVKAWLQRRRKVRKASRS
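Assay system: GST-GASC-1 enzyme fragment 2-372 | Amount: 10 nM enzyme | Medium: HEPES buffer, pH 7.5, plus ascorbate | Reagent: H3K9me3 peptide substrate, Fe(II), 2-oxoglutarate | Doses: Single-point compound screen | Incubation: 30 min demethylation and 1 h detection at room temperature | Measured by: LANCE TR-FRET, excitation 340 nm, emissions 618 and 671 nm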
C diff HTS: blocks growth of Clostridium difficile | AID 1259249 | Clostridium difficile clinical isolate growth, OD600, 24 h; active compounds read low | growth activity, negative = inhibition, % at 16 µg/mL (by protocol) | actives 0.25% (n = 86,000);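 active means mean growth activity at or below -80% and every replicate also at or below -80%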;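 further: 0% = DMSO wells and -100% = levofloxacin 16 µg/mL wells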
Pf Dd2 inh: blocks growth of Plasmodium falciparum Dd2 parasites; P. falciparum Dd2 growth, SYBR Green, 72 h; active compounds read low; activity change, % at 10 µM; actives 2.3% (n = 94,000); in the data active means activity change below about -80%
Active calls of the source: *; . = not tested or not shown; & = joins results of further samples.

Short forms: A = T cruzi growth; B = KDM4C inh; C = C diff HTS; D = Pf Dd2 inh
COc1ccc(CN(C)C[C@@H]2OCCCC[C@@H](C)Oc3ccc(NC(=O)Nc4c(C)noc4C)cc3C(=O)N([C@H](C)CO)C[C@H]2C)cc1
  A: 11 | B: 0.0 | C: 0 | D: -20
CO[C@H]1CN(C)C(=O)c2cc(NC(=O)C3CCCCC3)ccc2OC[C@H](C)N(Cc2nccs2)C[C@@H]1C
  A: 9 | B: 0.7 | C: -1 | D: -55
Cc1ccccc1-c1ccc([C@H]2[C@H](CO)N3CCCCN(C(=O)Nc4ccc(F)cc4)C[C@@H]23)cc1
  A: 109* | B: -0.6 | C: 53 | D: -41
O=C(C[C@H]1C=C[C@H](NC(=O)Nc2ccccc2F)[C@H](CO)O1)NCc1ccc(-c2ccccc2)cc1
  A: -215 | B: 0.8 | C: . | D: -7
CC(C)NC(=O)N[C@@H]1CC[C@H](CCn2cc(-c3ccc(F)cc3)nn2)O[C@@H]1CO
  A: -54 | B: -1.1 | C: . | D: 1
CC(=O)N1CC(=O)N2[C@H](CO)[C@H](c3ccc(C#Cc4cccnc4)cc3)[C@H]2C1
  A: . | B: 0.4 | C: -3 | D: -8
C[C@@H]1CN([C@@H](C)CO)C(=O)c2cc(-c3ccccc3)cnc2O[C@H]1CN(C)C(=O)Cc1cccnc1
  A: 18 | B: -0.6 | C: . | D: 26
CN1C(=O)c2cc(NC(=O)C3CCCC3)ccc2OC[C@@H]2O[C@@H](CC(=O)NCc3ccccc3F)CC[C@@H]21
  A: . | B: -2.8 | C: 0 | D: -19
O=C(C[C@H]1CC[C@H](NS(=O)(=O)c2ccccc2)[C@H](CO)O1)N1CCC(Cc2ccccc2)CC1
  A: . | B: -6.0 | C: -6 | D: 17
C[C@@H]1CN([C@@H](C)CO)C(=O)c2ccccc2-c2ccccc2CO[C@H]1CN(C)S(=O)(=O)c1ccccc1
  A: -28 | B: 3.3 | C: . | D: -11
C[C@H](CO)N1C[C@H](C)[C@@H](CN(C)Cc2ccccc2)OCCCC[C@H](C)Oc2ccc(NS(C)(=O)=O)cc2C1=O
  A: 99* | B: 0.5 | C: 7 | D: -12
CCS(=O)(=O)Nc1ccc2c(c1)C(=O)N(C)[C@@H]1CC[C@@H](CC(=O)NCc3ccc(OC)cc3)O[C@@H]1CO2
  A: 4 | B: -1.5 | C: -2 | D: 8
C[C@H](CO)N1C[C@H](C)[C@@H](CN(C)CC2CCCCC2)Oc2ccc(NS(=O)(=O)c3cccs3)cc2C1=O
  A: -25 | B: -0.5 | C: 3 | D: 15
O=C(C[C@@H]1C[C@@H]2c3cc(NC(=O)Nc4ccccc4)ccc3O[C@@H]2[C@H](CO)O1)NCc1cccnc1
  A: 2 | B: -3.2 | C: 0 | D: 7
NCC[C@H]1CC[C@@H](NC(=O)c2ccccc2F)[C@H](CO)O1
  A: 28 | B: 1.4 | C: 0 | D: -44
Cc1noc(C)c1NC(=O)N(C)C[C@@H]1Oc2ccc(NC(=O)C3CCCCC3)cc2C(=O)N([C@@H](C)CO)C[C@H]1C
  A: 14 | B: -0.8 | C: 1 | D: 14
O=C(C[C@@H]1C=C[C@H](NC(=O)c2cccnc2)[C@H](CO)O1)NCc1ccncn1
  A: . | B: 2.9 | C: -4 | D: 10
CCC(=O)N1[C@H](CNC(C)=O)[C@@H](c2ccc(-c3ccc(F)cc3)cc2)[C@@H]1CO
  A: -16 | B: -0.7 | C: -15 | D: 13
C[C@@H]1CN([C@@H](C)CO)C(=O)c2cccc(NC(=O)c3ccc(-c4nccs4)cc3)c2O[C@H]1CN(C)S(=O)(=O)c1ccccc1
  A: 28 | B: -0.8 | C: 10 | D: 9
CCCNC(=O)C[C@H]1CC[C@H]2[C@H](COc3ccc(NC(=O)Cc4cccs4)cc3C(=O)N2C)O1
  A: 13 | B: -1.2 | C: 1 | D: 2
O=C(Nc1ccccc1F)N[C@@H]1CC[C@H](CCNS(=O)(=O)c2ccc(F)cc2)O[C@H]1CO
  A: . | B: -0.5 | C: -3 | D: .
N#C[C@H]1[C@H](c2ccccc2-c2cccc(F)c2)[C@@H](CO)N1C(=O)C1CCCC1
  A: . | B: 0.3 | C: 11 | D: -16
COc1ccc2c3c([nH]c2c1)[C@H](CO)N(C(=O)Nc1cccc(F)c1)CC31CCN(S(=O)(=O)c2cccc(C)c2)CC1
  A: . | B: -0.2 | C: -11 | D: -82*
COc1ccc(NC(=O)Nc2ccc3c(c2)C(=O)N([C@H](C)CO)C[C@H](C)[C@@H](CN(C)C(=O)Nc2c(C)noc2C)OCCCC[C@@H](C)O3)cc1
  A: 61 | B: 12 | C: 7 | D: 29
Cc1noc(C)c1S(=O)(=O)Nc1ccc2c(c1)CC(=O)N([C@H](C)CO)C[C@@H](C)[C@@H](CN(C)Cc1ccncc1)O2
  A: -12 | B: 2.1 | C: -4 | D: 10
O=C(Nc1ccccc1F)N[C@@H]1CC[C@H](CCNS(=O)(=O)c2ccc(F)cc2)O[C@@H]1CO
  A: . | B: 1.6 | C: 1 | D: .
CCC(=O)Nc1ccc2c(c1)C(=O)N(C)[C@@H]1CC[C@@H](CC(=O)N3CCCCC3)O[C@H]1CO2
  A: 53 | B: 0.9 | C: 5 | D: 1
CCC(=O)Nc1ccc2c(c1)OC[C@@H](C)N(C(=O)CC)C[C@H](C)[C@H](OC)CN(C)C2=O
  A: 6 | B: 2.5 | C: . | D: .
O=C(Nc1cccc(Cl)c1)N[C@@H]1CC[C@@H](CCNC(=O)C2CCCCC2)O[C@@H]1CO
  A: -4 | B: 2.4 | C: -1 | D: 15
C[C@H](CO)N1C[C@H](C)[C@@H](CN(C)S(=O)(=O)c2ccccc2)Oc2c(NC(=O)C3CCOCC3)cccc2C1=O
  A: . | B: -1.6 | C: -1&-3 | D: 5
O=C(C[C@H]1C[C@@H]2c3cc(NC(=O)Nc4ccccc4)ccc3O[C@@H]2[C@H](CO)O1)NCc1ccccc1
  A: 32 | B: 6.9 | C: 1 | D: -88*
COc1ccc(NC(=O)N[C@H]2CC[C@H](CC(=O)NC3CCCCC3)O[C@H]2CO)cc1
  A: . | B: -0.7 | C: 2 | D: -19
CO[C@H]1CN(C)C(=O)c2ccc(NS(=O)(=O)C3CCCCC3)cc2OC[C@H](C)NC[C@@H]1C
  A: . | B: 0.1 | C: 2 | D: 52
C[C@H](CO)N1C[C@H](C)[C@H](CN(C)C(=O)Nc2ccccc2)Oc2ccc(NC(=O)C3CC3)cc2C1=O
  A: 0 | B: 0.0 | C: -2 | D: 18
COc1ccc(S(=O)(=O)Nc2ccc3c(c2)C(=O)N([C@@H](C)CO)C[C@@H](C)[C@H](CN(C)C(=O)CCCN(C)C)OCCCC[C@H](C)O3)cc1
  A: 9 | B: . | C: -5 | D: -6
O=C(O)C[C@H]1CC[C@H]2[C@@H](COC[C@H](O)CN2S(=O)(=O)c2ccc(Oc3ccccc3)cc2)O1
  A: -31 | B: 1.7 | C: 1&-5 | D: 47
C[C@H](CO)N1C[C@H](C)[C@H](CN(C)C(=O)Nc2ccc3c(c2)OCO3)Oc2c(NC(=O)C3CCCCC3)cccc2C1=O
  A: 51 | B: -1.0 | C: 4 | D: 1
CCC(=O)N[C@H]1C=C[C@@H](CC(=O)NCc2ccccc2F)O[C@H]1CO
  A: 25 | B: -0.6 | C: . | D: 2
COCC(=O)Nc1ccc2c(c1)[C@H]1C[C@H](CC(=O)NC3CCCCC3)O[C@@H](CO)[C@H]1O2
  A: 9 | B: 0.1 | C: . | D: -12
CNC[C@H]1Oc2cc(C3=CCCC3)ccc2S(=O)(=O)N([C@H](C)CO)C[C@@H]1C
  A: . | B: -0.6 | C: . | D: 31
O=C(C[C@H]1C[C@@H]2c3cc(NC(=O)C4CCC4)ccc3O[C@@H]2[C@H](CO)O1)NCC(F)(F)F
  A: -18 | B: -0.9 | C: -1 | D: -6
Cc1ccccc1-c1cnc2c(c1)C(=O)N([C@@H](C)CO)C[C@H](C)[C@@H](CN(C)CC1CCOCC1)O2
  A: 77 | B: -0.4 | C: 4 | D: 6
Cc1ccc(S(=O)(=O)N(C)C[C@H]2Oc3ccc(NS(=O)(=O)c4ccc(Cl)cc4)cc3CC(=O)N([C@H](C)CO)C[C@H]2C)cc1
  A: 61 | B: -2.4 | C: 3 | D: -16
CCCC(=O)Nc1ccc2c(c1)C(=O)N(C)[C@H]1CC[C@H](CC(=O)NCC(F)(F)F)O[C@H]1CO2
  A: -18 | B: 2.0 | C: 0 | D: 8
CN1C[C@H](O)COC[C@H]2O[C@H](CC(=O)NC3CCCC3)CC[C@@H]21
  A: -14 | B: 1.9 | C: 3 | D: 0
CO[C@H]1CN(C)C(=O)c2cc(NC(C)=O)ccc2OC[C@H](C)N(CCc2ccccc2)C[C@H]1C
  A: -3 | B: -0.1 | C: 2 | D: -3
C[C@@H]1CN([C@@H](C)CO)C(=O)c2cc(-c3ccc(C#N)cc3)cnc2O[C@H]1CN(C)C(=O)Nc1ccc(F)cc1
  A: 24 | B: 1.1 | C: -5 | D: 31
COc1ccccc1-c1ccc2c(c1)O[C@@H](CN(C)CC1CCOCC1)[C@@H](C)CN([C@H](C)CO)S2(=O)=O
  A: . | B: -2.5 | C: 0 | D: -31
O=C(C[C@@H]1C[C@H]2c3cc(NC(=O)NC4CCCC4)ccc3O[C@H]2[C@H](CO)O1)NC1CCCC1
  A: -8 | B: -1.7 | C: . | D: -6
CNC[C@@H]1Oc2ccc(NS(=O)(=O)c3cccs3)cc2CC(=O)N([C@@H](C)CO)C[C@@H]1C
  A: 39 | B: -0.4 | C: 2 | D: 15
O=C(C[C@@H]1C=C[C@H](NC(=O)Nc2cc(F)ccc2F)[C@H](CO)O1)NCc1ccc2c(c1)OCO2
  A: 83 | B: 0.6 | C: -2 | D: -1
COc1cccc(C#Cc2cnc3c(c2)C(=O)N([C@H](C)CO)C[C@H](C)[C@H](CN(C)C(C)=O)O3)c1
  A: 2 | B: 1.6 | C: -3 | D: -14
C[C@@H]1CN([C@H](C)CO)C(=O)CCCn2cc(nn2)CO[C@@H]1CN(C)Cc1ccc2c(c1)OCCN2C
  A: -1 | B: 0.4 | C: -8 | D: 9
O=C(Nc1ccccc1F)N[C@H]1CC[C@H](CC(=O)N2CCCCC2)O[C@H]1CO
  A: 1 | B: 3.2 | C: . | D: 8
C[C@H](CO)N1C[C@H](C)[C@H](CN(C)CC2CCOCC2)Oc2ncc(-c3cccc(F)c3)cc2C1=O
  A: . | B: -3.1 | C: 4 | D: 29
C[C@@H]1CN([C@@H](C)CO)C(=O)c2cc(C#Cc3ccc(F)cc3)cnc2O[C@@H]1CN(C)C
  A: 38 | B: 4.8 | C: 5 | D: -54
C[C@H](CO)N1C[C@H](C)[C@@H](CN(C)C(=O)CCCN(C)C)OCCCC[C@H](C)Oc2ccc(NC(=O)Cc3ccccc3)cc2C1=O
  A: 41 | B: 1.9 | C: -4 | D: 53
C[C@@H]1CN([C@H](C)CO)C(=O)c2cc(NC(=O)Nc3cccc4ccccc34)ccc2O[C@@H](C)CCCCO[C@@H]1CN(C)C(=O)NC1CCCCC1
  A: 35 | B: -0.5 | C: -4 | D: -78
C[C@H](CO)N1C[C@H](C)[C@H](CN(C)S(=O)(=O)c2cn(C)cn2)Oc2ccc(NC(=O)CCCN(C)C)cc2CC1=O
  A: . | B: 1.9 | C: -2 | D: 42
C[C@@H]1CN([C@H](C)CO)S(=O)(=O)c2ccc(C#C[C@@H](C)O)cc2O[C@@H]1CN(C)Cc1ccccn1
  A: 1 | B: 4.2 | C: 2 | D: -4

Two of the compounds above, with each value named.
> C[C@H](CO)N1C[C@H](C)[C@H](CN(C)CC2CCOCC2)Oc2ncc(-c3cccc(F)c3)cc2C1=O
  T cruzi growth: .
  KDM4C inh: -3.1
  C diff HTS: 4
  Pf Dd2 inh: 29
> C[C@H](CO)N1C[C@H](C)[C@@H](CN(C)C(=O)CCCN(C)C)OCCCC[C@H](C)Oc2ccc(NC(=O)Cc3ccccc3)cc2C1=O
  T cruzi growth: 41
  KDM4C inh: 1.9
  C diff HTS: -4
  Pf Dd2 inh: 53

Going on with the list:
Short forms: A = T cruzi growth; B = KDM4C inh; C = C diff HTS; D = Pf Dd2 inh
Cc1noc(C)c1NC(=O)Nc1cccc2c1O[C@H](CN(C)S(=O)(=O)c1cn(C)cn1)[C@@H](C)CN([C@H](C)CO)C2=O
  A: -14 | B: -0.6 | C: . | D: 19
C[C@H](CO)N1C[C@H](C)[C@H](CN(C)Cc2cccc3c2OCCCO3)OCc2cn(nn2)CCCC1=O
  A: -7 | B: 0.4 | C: -2 | D: -18
C[C@@H]1CN([C@H](C)CO)C(=O)c2cccc(NC(=O)c3cnccn3)c2O[C@@H]1CN(C)S(=O)(=O)c1cn(C)cn1
  A: 8 | B: 0.5 | C: -1 | D: 41
C[C@H](CO)N1C[C@H](C)[C@H](CN(C)Cc2ccc(C(=O)Nc3ccccc3N)cc2)Oc2ccc(NC(=O)Cc3ccccc3)cc2C1=O
  A: . | B: 6.5 | C: 6 | D: -84*
C[C@H](CO)N1C[C@H](C)[C@@H](CN(C)C(=O)Nc2ccc3c(c2)OCO3)Oc2c(NC(=O)CCCCCC(=O)Nc3ccccc3N)cccc2C1=O
  A: 32 | B: 11 | C: -6 | D: -43
O=C(C[C@H]1C=C[C@@H](NC(=O)Nc2cc(F)ccc2F)[C@H](CO)O1)NCc1ccc2c(c1)OCO2
  A: 75 | B: -2.1 | C: -7 | D: -1
